High-throughput results from PubChem BioAssay.
EP2 antag: blocks the human prostaglandin E2 receptor EP2 | P43116 | C6 glioma cells expressing human EP2, cAMP TR-FRET; cells stimulated with saturating PGE2 | inhibition, % at 25 µM | hit rate 0.52% among 260,000 | AID 1422;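 active = percent inhibition above 40 after rounding to a whole number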;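 note: rat C6 glioma host cells with rolipram phosphodiesterase inhibitor present; the protocol text gives 20 µM as final concentration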
Target sequence (P43116 whole entry, looked up): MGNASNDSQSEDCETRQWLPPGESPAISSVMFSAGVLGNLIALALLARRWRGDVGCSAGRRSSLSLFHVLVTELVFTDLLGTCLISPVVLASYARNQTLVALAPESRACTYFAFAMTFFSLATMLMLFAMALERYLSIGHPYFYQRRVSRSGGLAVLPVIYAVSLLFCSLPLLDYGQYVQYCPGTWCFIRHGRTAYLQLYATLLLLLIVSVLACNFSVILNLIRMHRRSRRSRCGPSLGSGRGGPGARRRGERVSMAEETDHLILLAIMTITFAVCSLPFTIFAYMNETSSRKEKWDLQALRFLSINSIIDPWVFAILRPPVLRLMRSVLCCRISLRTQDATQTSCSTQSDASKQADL
TNF death inh: TNF-alpha cell death inhibition in Jurkat FADD-/- cells; Jurkat FADD-/- TNF necroptosis rescue, ATP luminescence, 24 h; 0 = TNF only, 100 = no-TNF cells; activation (protection from cell death), % at 10 µM; hit rate 0.068% among 220,000; AID 463075;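 active = activation, meaning protection from cell death, of at least 50% relative to plate controls; inactive = activation below 50%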;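 note: necroptosis triggered by 40 ng/mL TNF-alpha added together with compound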
zVAD death inh: L929 zVAD cell death inhibition; L929 zVAD necroptosis rescue, ATP luminescence, 24 h; with zVAD 60 µM; viability rescue, % at 10 µM; hit rate 0.38% among 220,000; AID 1377;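 active = activation, scaled between plate controls, above about 75%, limit read from the data; inactive = activation under that limit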;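 note: 0% = zVAD with DMSO and 100% = DMSO alone without zVAD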
CHOP inhibitor: inhibitors of CHOP induction in ER stress response | CHO-K1 CHOP-promoter luciferase, tunicamycin-induced, 15-18 h | inhibition, % at 10 µM | hit rate 3.8% among 220,000 | AID 2732;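 active = compounds that reduced the stress-induced luciferase reporter signal by more than about 70% of percent inhibition, limit read from the data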;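 note: 0% = tunicamycin plus vehicle and 100% = wells without tunicamycin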
Wee1 degr inh: human Wee1 degradation inhibition, primary screen. P30291. HeLa Luc-Wee1K328M stability, luciferase luminescence; 100% = proteasome inhibitor MG132 effect. reporter increase, % at 5 µM. hit rate 1.2% among 220,000;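 active = activation above the mean of all tested compounds plus 3 SD, set per screening run, cut at about 8.8% in these data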;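 note: cells exposed to compound for 20 h before luminescence read; 0% = DMSO alone and 100% = MG132 at 30 µM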
FXIa inh 1536: inhibitors of human coagulation factor XIa; P03951; purified FXIa, Boc-Glu-Ala-Arg-AMC fluorogenic substrate; inhibition, % at 5 µM; hit rate 0.14% among 220,000;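 active = inhibition of at least 40%; inactive = inhibition below 40%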;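 note: fluorescence of freed AMC excited at 355 nm; 0% = enzyme without compound and 100% = no enzyme blank; many of its hits are not listed in these tables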
TbHK1 inh: blocks Trypanosoma brucei hexokinase 1 activity. recombinant TbHK1, G6PDH-coupled NADH A340. inhibition, % at 10 µM. hit rate 0.11% among 220,000. AID 1430;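 active = inhibition of 50% or more in the single-dose primary screen; inactive = inhibition below 50%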
PPC-1+TRAIL kill: compounds killing PPC-1 cancer cells with TRAIL present (potentiator screen, no TRAIL-free arm) | PPC-1 cells + TRAIL, ATPLite viability luminescence | cell killing (% activity), % at 4 µM | hit rate 0.41% among 220,000 | AID 1443;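 active = cell killing above 50% in the first pass at 4 µM, then a duplicate retest at 5 µM averaging 50% or more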;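 note: plate controls were cells with TRAIL plus DMSO for no effect and medium-only wells lacking cells for full effect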
FXIIa inh: blocks human coagulation factor XIIa protease activity | hit rate 0.3% among 220,000 | purified FXIIa, Boc-QGR-AMC fluorogenic substrate, 2 h | inhibition, % at 5 µM | P00748; in the data active = inhibition above about 40%;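 note: 0% = enzyme with no compound and 100% = blank without enzyme; many of its hits are not listed in these tables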
Target sequence (P00748 20-372 limits assumed): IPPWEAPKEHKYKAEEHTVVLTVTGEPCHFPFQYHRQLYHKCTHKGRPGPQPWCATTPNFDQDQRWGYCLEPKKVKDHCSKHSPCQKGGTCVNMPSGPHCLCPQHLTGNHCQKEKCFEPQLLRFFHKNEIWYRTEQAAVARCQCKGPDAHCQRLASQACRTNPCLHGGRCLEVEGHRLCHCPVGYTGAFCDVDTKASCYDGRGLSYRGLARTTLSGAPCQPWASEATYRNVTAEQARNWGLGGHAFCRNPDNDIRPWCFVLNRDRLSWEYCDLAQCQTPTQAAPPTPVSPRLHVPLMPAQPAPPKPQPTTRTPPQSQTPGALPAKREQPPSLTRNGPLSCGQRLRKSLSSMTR
Target sequence (P00748 373-615 limits assumed): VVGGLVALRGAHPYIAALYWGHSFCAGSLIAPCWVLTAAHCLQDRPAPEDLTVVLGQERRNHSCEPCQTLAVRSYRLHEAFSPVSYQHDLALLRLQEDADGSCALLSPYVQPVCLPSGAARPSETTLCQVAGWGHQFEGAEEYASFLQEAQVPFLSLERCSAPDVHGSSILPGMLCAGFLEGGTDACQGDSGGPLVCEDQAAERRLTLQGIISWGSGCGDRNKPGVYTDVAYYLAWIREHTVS
Starred values were filed as active, the others as inactive; / = not tested or not shown; & = joins results of further samples; [ ] = remark or other dose.

SMILES	EP2 antag	TNF death inh	zVAD death inh	CHOP inhibitor	Wee1 degr inh	FXIa inh 1536	TbHK1 inh	PPC-1+TRAIL kill	FXIIa inh
CCOc1ccc(-n2cnnn2)cc1S(=O)(=O)Nc1c(C)cccc1C	7	0.4	-0.1	27	-2	-3	4	10	10
COc1ccccc1NS(=O)(=O)c1cccc(C(=O)N/N=C/c2ccc3c(c2)OCCO3)c1	9	0.5	1.1	-2	1	4	-9	11	13
CCc1ccc(S(=O)(=O)ON2C(=O)c3ccccc3C2=O)cc1	8	-0.5	0.0	95*	4	22	-5	0	15
Cc1ccc(NC(=S)NCc2cccs2)c(C)c1	11	-12	-0.9	9	-2	0	-9	-19	2
CC(C)OCC1CC(CC(=O)Nc2ccc([N+](=O)[O-])cc2)C(=O)O1 (stereo not given)	18	1.2	3.3	-1	0	-5	-28	-7	4
O=C(Nc1cc(S(=O)(=O)N2CCOCC2)ccc1N1CCCC1)c1ccc2c(c1)S(=O)(=O)c1ccccc1C2=O	8	-0.5	0.5	-21	-2	-1	-4	13	7
CCn1c(COc2ccccc2C)nnc1SCC(=O)O	5	-2.5	0.4	8	-2	-5	3	12	1
CCN(CC)C(=O)CSc1nnc(C2CCCCC2)o1	15	-1.3	0.1	3	3	-7	-3	27	11
O=C(COc1ccc(Br)cc1)N/N=C1/SCC(=O)N1Cc1ccccc1	8	2.0	0.3	15	-2	5	12	-16	12
CN1CCN(c2ccc(CNC(=O)c3cc4ccccc4o3)cc2)CC1	33	-2.7	1.5	5	1	-2	-7	6	4
NC(=O)C1(c2ccccc2)CCOCC1	2	2.8	-1.0	-30	2	-9	-1	11	-9
COc1ccc2c(c1)cc(C)c1nnc(SCC(=O)N(C)c3nc(-c4ccccc4)cs3)n12	10&10	-5.4	-0.5	94*	-1	2	-9	3	7
Cc1cc(C)cc(-c2nnc(SCC(=O)c3ccc4c(c3)OCCO4)o2)c1	3	-1.8	-0.7	9	-1	-1	-18	12	5
C=CCn1c(N2C(=O)CC(Cc3ccccc3)C2=O)nc2ccccc21 (stereo not given)	4	-0.2	-0.4	33	5	-4	4	-7	4
Cc1ccc(C(=O)Nc2ccc(Cl)cn2)cc1S(=O)(=O)N1CCOCC1	14	2.7	0.3	-25	-2	2	7	10	23
Cc1ccc(C(=O)Nc2cccc(N(C)S(C)(=O)=O)c2)cc1S(=O)(=O)Nc1ccccc1	8	-6.6	0.1	-4	-3	4	-4	20	26
Cc1ccc2nc3ccc(N4CCN(C)CC4)nn3c(=O)c2c1	/	1.1	42	-13	0	-3	-22	19	7
CCOC(=O)C1=C[C@]2(CC)CCCN3CCc4c(n1c1ccccc41)[C@@H]32	8&9&11	6.3	69	28&4	7	4	-3	22	9
CC(C)CN(C(=O)COC(=O)Cn1cnc2ccccc2c1=O)C1CCS(=O)(=O)C1 (stereo not given)	11	0.3	1.5	4	-2	17	3	-2	24
C=CCNC(=S)NCc1ccccc1	2	0.6	-0.2	4	-1	1	-7	-20	7
COc1ccc(S(=O)(=O)Nc2nccs2)cc1OC	5	0.2	-0.4	-1	1	8	4	-4	28
O=[N+]([O-])c1cccnc1Oc1cccnc1	8	5.3	0.1	-7	2	-3	-6	1	5
CC(=O)Oc1ccc2c(=O)c(Oc3ccccc3)c(C)oc2c1OC(C)=O	9	-1.5	0.6	40	0	7	23	11	15
CN1CCN(c2ccc(S(=O)(=O)N3CCCCC3)cc2NC(=O)c2ccc(C#N)cc2)CC1	7	1.7	0.1	5	1	7	-3	18	8
Cc1ccccc1N1C(=O)CC1(C#N)c1ccc(OCc2ccccc2)cc1 (stereo not given)	7	8.3	0.7	-17	-3	27	5	18	23

Following part
SMILES	EP2 antag	TNF death inh	zVAD death inh	CHOP inhibitor	Wee1 degr inh	FXIa inh 1536	TbHK1 inh	PPC-1+TRAIL kill	FXIIa inh
COc1ccc(CC(=O)NNC(=O)CSc2ccc(C)cc2)cc1	10	0.1	1.6	12	-2	-3	1	-11	-2
CC(=O)c1cccc(NC(=O)c2onc(C)c2Cl)c1	19	0.2	-0.3	10	0	6	-2	-8	17
Cc1ncc(CO)c(/C=N/NC(=S)Nc2ccc(C(C)C)cc2)c1O	6	-5.2	1.3	16	-1	0	-10	4	3
COc1cccc(NC(=O)CN2C(=O)COc3ccc(Cl)cc32)c1	10&10	0.3	0.1	17	3	-3	0	-12	1
Cc1c(Cl)c([N+](=O)[O-])nn1Cc1ccc(C(=O)Nc2ccc(Cl)cn2)o1	4	12	1.6	16	-1	5	1	-6	4
COc1ccc(C2=CC(=O)N(Nc3ccccc3)C2=O)cc1	18	-2.8	-1.3	101*	2	3	-2	14	15
N#Cc1sc2nc(C3CC3)cc(-c3ccc(Cl)cc3)c2c1N	11	-3.2	-0.2	52	-3	21	5	12	9
Cc1cccc(N2CCC(N=CN(C)C)=N2)c1	14	-1.4	-0.1	-26	5	-1	-15	18	4
O=C(C1=NN[C@@H]2C(=O)N(c3cccc(C(F)(F)F)c3)C(=O)[C@H]12)c1cnccn1	6	1.7	0.4	0	-3	-4	-35	0	-2
O=C(Nc1ccc2oc(-c3ccncc3)nc2c1)c1c(F)c(F)c(F)c(F)c1F	14	-2.0	0.0	14	-2	-3	4	13	-1
COc1ccc2c(c1)c(C(=O)N/N=C/c1ccc(Cl)cc1)c(C)n2C	12	-6.0	1.9	4	0	2	-22	-21	8
Cc1ccnc(NC(=O)c2cccc([N+](=O)[O-])c2C)c1	0	1.2	0.6	-17	9	-3	-1	38	5
CC(C)c1nnc(NC(=O)CCC(=O)Nc2ccccc2)s1	6	1.8	-0.1	21	0	4	3	4	6
COc1ccc(CCCc2n[nH]c(=S)o2)cc1C	12	0.1	32	48	1	2	0	20	13
COC(=O)c1ccccc1NC(=O)C(C)NS(=O)(=O)c1ccc(OC)cc1 (stereo not given)	10	-0.4	0.1	26	-2	6	3	-1	12
O=C(OCc1nc2ccccc2s1)c1cc2ccccc2oc1=O	17	3.7	0.1	-46	-3	9	-6	26	12
CNC(=O)c1ccc(CNC(=O)OCC(F)(F)F)cc1	11	-0.9	0.0	-3	-1	-2	0	11	10
BrC(=C\c1ccccc1)/C=N/Nc1ccc2nncn2n1	10	-0.8	0.4	12	-3	-3	-42	-3	3
O=C(CCc1nnc(CCCCc2ccccc2)o1)N1CCC(N2CCCC2)CC1	6	-1.3	0.6	21	0	-2	-4	4	6
Cc1cc(NC(=O)CCN2C(=O)/C(=C\c3ccccc3Cl)SC2=S)no1	12	0.4	0.2	81*	1	-1	-15	0	8
Cc1noc(NS(=O)(=O)c2ccc(NC(=O)c3cnc4scc(C)n4c3=O)cc2)c1C	5	1.1	11	-10	-2	9	-27	-2	21
O=C(NCCCNCc1ccccc1)c1ccccn1	6	2.4	0.6	-12	4	-8	1	-3	-6
O=C(NCc1ccncc1)c1ccc(Br)cc1	5	1.9	0.0	17	-1	7	10	31	9
C=CCn1c(=O)c2c(C)c(C)sc2n2c(Nc3ccc(OC)cc3)nnc12	16	-0.5	-1.2	-10	-1	3	-2	1	9
COc1ccc2[nH]c3nc(SC(C)C)nnc3c2c1	/	2.5	0.3	25	4	3	-4	58*[5 µM]	10

More records
SMILES	EP2 antag	TNF death inh	zVAD death inh	CHOP inhibitor	Wee1 degr inh	FXIa inh 1536	TbHK1 inh	PPC-1+TRAIL kill	FXIIa inh
CCCc1c(C)nn(-c2ncccc2[N+](=O)[O-])c1C	8	-2.0	-0.2	27	1	4	-3	23	-1
Cc1c(C(=O)OC2CCCC2)[nH]c2c1C(=O)CC(c1ccco1)C2 (stereo not given)	7	-14	-1.5	/	-4	-2	2	-16	7
Cc1cccc(N2CCN(C(=O)COc3ccc4c(c3)CCC4)CC2)c1C	14	-0.6	3.6	69	5	-1	1	3	3
CCOCc1c(C(=O)NC2=Nc3ccccc3NC(CC)=C2C(=O)OCC)oc2ccccc12	11	-4.7	-0.3	24	0	12	0	17	2
Cc1ccc(N2C(=O)CC2(C#N)c2ccc(OCc3ccccc3)cc2)cc1 (stereo not given)	3	8.8	1.4	32	-2	-6	14	13	-2
COCCNC(=S)N/N=C(\C)c1ccc(OC(F)F)cc1	7	1.6	-0.1	-2	0	-4	-11	8	3
O=C(/C=C/c1ccccc1)Nc1ccc(Br)cn1	8	1.7	28	34	-1	0	6	0	8
Cn1c(=O)c(=O)n(C)c2cc(S(=O)(=O)N3CCc4ccccc43)ccc21	7	-2.2	-1.1	47	-3	-4	-11	28	-8
Cc1ccc(S(=O)(=O)N2CCN(C(=O)c3cccs3)CC2)c(C)c1	5	-0.3	-0.9	31	-1	-3	-2	27	9
O=C(NCc1cccnc1)C1CCN(c2ccc(S(=O)(=O)N3CCOCC3)cc2Cl)CC1	11&7	-3.9	0.4	-7	-1	-6	3	10	0
NNC(=O)c1cccc(Cn2cc(Br)c([N+](=O)[O-])n2)c1	4	12	1.0	-4	1	1	-13	5	6
CCOC(=O)c1ccc(Oc2nc(OC)nc(N(C)C)n2)cc1	15	0.5	1.4	15	-2	1	6	5	8
Cn1c(SCC(=O)C(C)(C)C)nnc1-c1ccc(F)cc1	3	1.1	3.1	-1	0	-1	-5	11	-1
CCOC(=O)c1ccc(NC(=O)c2nc[nH]c2C(=O)N2CCc3ccccc3C2)cc1	20	0.3	-0.8	72*	/	2	-5	27	12
COc1ccccc1CN1CCNC(=O)C1CC(=O)NCc1cn(C)nc1C (stereo not given)	12	0.0	5.5	25	0	-3	-4	/	9
CCOC(=O)C1CCN(C(=O)Nc2cccc(Cl)c2)CC1	9	0.1	-1.4	18	-2	14	6	15	12
CCC(=O)c1ccc(CCCCCC(=O)O)s1	/	-0.3	2.3	17	1	1	10	-10	19
O=C(N/N=C/c1ccc(Sc2ccccn2)o1)c1cc2ccccc2cc1O	5	-5.3	0.0	22	3	-9	-28	17	-13
Cc1cccc(NS(=O)(=O)c2cc(C(=O)N3CCCC3)ccc2Cl)c1	8	1.2	0.1	15	2	12	18	30	20
Cc1noc(C)c1CSc1ncnc2sc3c(c12)CCC(C)C3 (stereo not given)	14	1.0	0.4	-14	-4	1	3	25	10
Cc1ccccc1C(=O)Nc1ccc(-c2nnc(SC(C)C(=O)O)n2C)cc1 (stereo not given)	11	1.9	0.5	2	-4	5	-4	-16	4
Nc1nnc(SCc2cccnc2)s1	0	-1.0	0.1	0	1	4	2	5	14
O=C1CN(C(=O)c2cccc(S(=O)(=O)N3CCCC3)c2)c2ccccc2N1	3	0.7	-0.3	7	3	0	-3	0	7
Cc1cc(-c2ccc(NC(=O)[C@@H]3CCCC[C@@H]3C(=O)O)c(C)c2)ccc1NC(=O)[C@@H]1CCCC[C@@H]1C(=O)O	7	-0.2	1.5	2	1	-1	8	28	-1
Cc1cc(=O)[nH]c(N/N=C/c2cccc([N+](=O)[O-])c2)n1	3	2.1	2.2	-3	2	4	-19	6	9
COc1ccc(/C=N/NC(=O)c2ccn[nH]2)cc1Cn1nc(C)c([N+](=O)[O-])c1C	10	0.3	1.6	8	2	3	-27	-3	6

Structures from the list above with a COOH group, in the order listed:
SMILES	EP2 antag	TNF death inh	zVAD death inh	CHOP inhibitor	Wee1 degr inh	FXIa inh 1536	TbHK1 inh	PPC-1+TRAIL kill	FXIIa inh
CCn1c(COc2ccccc2C)nnc1SCC(=O)O	5	-2.5	0.4	8	-2	-5	3	12	1
CCC(=O)c1ccc(CCCCCC(=O)O)s1	/	-0.3	2.3	17	1	1	10	-10	19
Cc1ccccc1C(=O)Nc1ccc(-c2nnc(SC(C)C(=O)O)n2C)cc1 (stereo not given)	11	1.9	0.5	2	-4	5	-4	-16	4
Cc1cc(-c2ccc(NC(=O)[C@@H]3CCCC[C@@H]3C(=O)O)c(C)c2)ccc1NC(=O)[C@@H]1CCCC[C@@H]1C(=O)O	7	-0.2	1.5	2	1	-1	8	28	-1

Only part of the results is shown, so the mix of outcomes need not match the whole.
